OXTR agonist = human OXTR agonists, primary screen, fluorescence, CHO-OTR cells, Fluo-8 calcium. Oxytocin receptor (Homo sapiens), P30559. Fluo-8 calcium fluorescence; normalized: DMSO 0%, oxytocin 100%. activation, % at 3 µM. hit rate 0.32% among 320,000;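 active = activation above the mean of all tested compounds plus 3 SD, cutoff set per screening run, cut at about 20% in these data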;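 also: peak over basal fluorescence ratio from a 100 s FLIPR kinetic read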
GPR7 antag = GPR7 receptor antagonists, primary screen, cell-based, fluorescence, single concentration; Neuropeptides B/W receptor type 1 (Homo sapiens), P48145; hit rate 1.1% among 290,000; inhibition, % at 4.4 µM; GPR7-expressing cells, fluorescence antagonist assay; in the data active = inhibition above about 16%, passing the limit was not always enough;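 also: cells stimulated with the agonist NPW; 0% = agonist with vehicle and 100% = vehicle without agonist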
Target sequence (P48145 whole entry, looked up): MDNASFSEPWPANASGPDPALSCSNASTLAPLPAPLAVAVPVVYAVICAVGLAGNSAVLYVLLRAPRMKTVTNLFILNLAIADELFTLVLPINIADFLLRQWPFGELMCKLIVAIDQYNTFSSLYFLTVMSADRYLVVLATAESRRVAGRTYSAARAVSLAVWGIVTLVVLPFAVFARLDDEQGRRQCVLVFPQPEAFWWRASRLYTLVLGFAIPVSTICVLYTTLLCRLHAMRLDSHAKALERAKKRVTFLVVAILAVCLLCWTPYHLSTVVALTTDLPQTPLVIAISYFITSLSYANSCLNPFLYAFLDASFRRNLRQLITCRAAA
V1aR counter = agonists of human V1a receptor, primary screen, counter-screen for OXTR agonist project, fluorescence, CHO-V1R cells | activation, % at 3 µM | Vasopressin V1a receptor (Homo sapiens), P37288 | Fluo-8 calcium fluorescence, agonist mode; 0% DMSO, 100% 3 nM vasopressin | hit rate 0.25% among 320,000;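 active = activation above the mean activation of all tested compounds plus 3 SD, per screening run, cut at about 20% in these data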;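 also: signal is peak over basal fluorescence ratio across a 100 second FLIPR read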
Target sequence (P37288 whole entry, looked up): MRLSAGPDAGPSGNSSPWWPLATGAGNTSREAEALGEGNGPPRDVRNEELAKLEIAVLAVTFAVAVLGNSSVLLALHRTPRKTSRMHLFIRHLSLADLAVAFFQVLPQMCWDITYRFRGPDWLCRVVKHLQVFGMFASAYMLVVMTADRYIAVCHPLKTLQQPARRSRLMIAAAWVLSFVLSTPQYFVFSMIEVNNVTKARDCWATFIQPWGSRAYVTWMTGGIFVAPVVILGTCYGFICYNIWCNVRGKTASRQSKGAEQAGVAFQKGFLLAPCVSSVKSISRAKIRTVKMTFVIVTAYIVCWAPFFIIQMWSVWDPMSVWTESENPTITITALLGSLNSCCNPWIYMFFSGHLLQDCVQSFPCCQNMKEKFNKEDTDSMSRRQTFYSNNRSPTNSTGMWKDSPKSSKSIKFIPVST
NALP1 inh = NALP1 inflammasome inhibitors in reconstituted yeast, colorimetric, S. cerevisiae, triplicate retest; S. cerevisiae NALP1/ASC/caspase-1 growth, X-gal OD620, 72 h; inhibition, % at 10 µM; hit rate 0.61% among 280,000; in the data active = inhibition mostly above about 24%, no sharp cut-off; inactive = mostly below about 32%; also: some compounds called inactive have numbers as strong as hits
M18AAP inhibitor = PfM18AAP inhibitors, malaria aminopeptidase, primary screen, biochemical, QFRET, recombinant enzyme | M18 aspartyl aminopeptidase (Plasmodium falciparum 3D7) | H-Glu-NHMec fluorogenic cleavage | inhibition, % at 7.35 µM | hit rate 1.2% among 290,000 | AID 1822, 2009;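 active = inhibition above the campaign mean inhibition over all tested compounds plus 3 SD, cut at about 28% in these data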;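 also: 0% = plate median of test compound wells and 100% = 2 mM ZnCl2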
OXTR potentiate = human OXTR potentiators, primary screen, fluorescence, CHO-OTR cells, Fluo-8 calcium | Oxytocin receptor (Homo sapiens), P30559 | Fluo-8 calcium fluorescence, potentiator mode; 0% = oxytocin EC15, 100% = EC100 | activation, % at 3 µM | hit rate 0.061% among 320,000;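 active = activation above that plate's cutoff, the mean activation of tested compounds plus 3 SD, cut at about 6.6% in these data, passing the limit was not always enough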;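 also: 100% uses oxytocin at 75 nM as the full agonist control; some results filed as inactive read as strong as hits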
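Material: human OTR in CHO cells. Compound: 3.0 µM, one dose. Timing: compound 6 min at room temperature before oxytocin, 100 s read. Evaluation: % activation of max/min ratio relative to oxytocin controls. Replication: single well per compound, singlicate. Signal: Fluo-8 calcium dye fluorescence.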
MEKK2mut PB1 HTS = MEK5 binding signal on mutant MEKK2 PB1, primary screen, biochemical, multiplex bead flow cytometry, Alexa488-MEK5 | Alexa488-MEK5 binding to MEKK2 mutant | percent response, % at 10 µM | hit rate 0.35% among 290,000 | AID 1530, 2009; in the data active = percent response above about 24%, passing the limit was not always enough; also: inactives centre near 1; some results filed as inactive read as strong as hits
MEKK2wt PB1 HTS = modulators of MEK5 binding to wildtype MEKK2, primary screen, biochemical, multiplex bead flow cytometry, Alexa488-MEK5. Alexa488-MEK5 binding to MEKK2 WT; actives lie on both sides. hit rate 1.1% among 290,000. Mitogen-activated protein kinase kinase kinase 2 (Homo sapiens), Q9Y2U5. binding response (% of control), % at 10 µM; in the data active = binding response below about 67% or above about 130%
GalR3 antagonist = GalR3 antagonists in HEK293 cells, primary screen, cell-based, fluorescence readout. Galanin receptor type 3 (Homo sapiens), O60755. HEK293 GalR3-CNG cAMP membrane potential fluorescence; galR3 body fused to GalR1 C-terminus. inhibition, % at 3 µM. hit rate 0.44% among 360,000;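 active = inhibition above the screen-wide average plus 3 SD, cut at about 13% in these data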;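 also: forskolin and galanin both at EC90 stimulate the cells; cAMP rise reported by CNG channel membrane potential dye signal; 0% = forskolin plus galanin with DMSO and 100% = forskolin alone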
Target sequence (O60755 1-299 limits assumed): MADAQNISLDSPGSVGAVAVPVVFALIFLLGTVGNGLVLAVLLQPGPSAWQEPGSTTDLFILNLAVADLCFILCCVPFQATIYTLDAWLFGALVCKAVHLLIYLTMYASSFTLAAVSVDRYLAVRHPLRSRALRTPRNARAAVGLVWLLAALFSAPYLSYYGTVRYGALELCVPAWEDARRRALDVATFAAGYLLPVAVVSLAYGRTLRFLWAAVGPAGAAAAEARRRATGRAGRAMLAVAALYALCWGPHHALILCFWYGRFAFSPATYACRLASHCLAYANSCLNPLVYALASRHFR
* hit, by the source's call; . = no result given.

Each structure is followed by: OXTR agonist, GPR7 antag, V1aR counter, NALP1 inh, M18AAP inhibitor, OXTR potentiate, MEKK2mut PB1 HTS, MEKK2wt PB1 HTS, GalR3 antagonist
Cc1ccc2cc3c(NC(=O)c4ccco4)nn(C)c3nc2c1
 : -1.5, 0, -0.5, -3, 12, 0, ., ., 1
Oc1c(Cl)cc(Cl)cc1CNc1ccccn1
 : ., 5, ., 18, -6, ., 2, 97, -10
O=C1CCc2cc(S(=O)(=O)Nc3cccc(F)c3)cc3c2N1CC3
 : 1.2, ., 1.2, ., ., -7, ., ., -2
COc1cccc(NS(=O)(=O)c2ccc(NC(C)=O)cc2)c1
 : 2.8, 8, 1.2, 26, 9, -9, -7, 89, -4
COC(=O)Cn1c(=NC(=O)c2sc3ccccc3c2Cl)sc2cc(S(N)(=O)=O)ccc21
 : 0.2, -2, 0.8, 24, -14, 2, -2, 100, -3
CCc1ccc(NC(=O)c2cc(C)on2)cc1
 : -1.3, -5, -0.5, 11, -6, 0, 5, 96, -5
CSc1ncccc1C(=O)OCC(=O)c1cccc(Br)c1
 : 0.4, 1, 2.1, 10, 5, -5, -2, 106, -1
CN1CCC(N(C)C(=O)NC2CCCCC2)CC1
 : 0.2, -14, 0.0, 9, 4, -7, 0, 99, 4
O=C1Nc2cc3c(cc2Sc2ccccc21)OCCO3
 : 1.2, -12, 1.5, 14, 7, -10, 12, 110, -1
O=C(NCc1ccccc1CN1CCCC1)C1CCN(S(=O)(=O)c2ccc(F)c(F)c2)CC1
 : 0.2, ., 0.2, ., ., -4, ., ., -1
COc1ccc(-c2cc3ccccc3n2CC(O)CN2CCN(CCO)CC2)cc1 (stereo unspecified)
 : 2.7, 15, 2.7, 7, 2, 3, 5, 116, 3
COc1ccc(CCNC(=O)Cn2cccc2C(=O)c2ccccc2)cc1OC
 : -2.0, -5, 1.0, 16, 9, -2, -1, 103, 1
O=C1NC(C(=O)O)=CC(c2cccc(Cl)c2Cl)N1 (stereo unspecified)
 : 1.7, ., 0.0, ., ., -2, ., ., -8
CC1S/C(=N/N=C/c2cccc([N+](=O)[O-])c2)NC1=O (stereo unspecified)
 : -1.0, -16, 0.0, ., -1, -11, -2, 94, -4
COc1ccccc1C(=O)NCc1ccccc1
 : -1.6, -14, -0.2, 8, -7, -9, 3, 108, -4
Cc1cccc(-c2nnc(NC(=O)c3ccc(N4C(=O)CCC4=O)cc3)s2)c1
 : 3.8, 6, 0.6, 36, 3, -5, 10, 98, .
CCOC(=O)C(Cc1c[nH]c2ccccc12)NC(=O)c1ccco1 (stereo unspecified)
 : 4.7, 3, 2.9, -2, -1, -16, -14, 85, 8
Nc1cccc(Oc2c(F)c(F)c(Oc3cccc(N)c3)c(F)c2F)c1
 : -1.1, 2, 0.3, -4, -3, -11, -5, 91, -6
COCCCNc1nc(=S)[nH]c2cc(OC)c(OC)cc12
 : -0.2, 2, -0.3, -1, 1, -15, 8, 107, -4
CC(=O)Nc1ccc(NC(=O)CN2CCCC(C)C2)c(Cl)c1 (stereo unspecified)
 : 0.4, -9, 0.5, 21, -8, -14, 5, 106, -3

Part of the list above in order of length of the SMILES, lowest first.
Each structure is followed by: OXTR agonist, GPR7 antag, V1aR counter, NALP1 inh, M18AAP inhibitor, OXTR potentiate, MEKK2mut PB1 HTS, MEKK2wt PB1 HTS, GalR3 antagonist
Cc1ccc2cc3c(NC(=O)c4ccco4)nn(C)c3nc2c1
 : -1.5, 0, -0.5, -3, 12, 0, ., ., 1
CC(=O)Nc1ccc(NC(=O)CN2CCCC(C)C2)c(Cl)c1 (stereo unspecified)
 : 0.4, -9, 0.5, 21, -8, -14, 5, 106, -3
CC1S/C(=N/N=C/c2cccc([N+](=O)[O-])c2)NC1=O (stereo unspecified)
 : -1.0, -16, 0.0, ., -1, -11, -2, 94, -4
COc1ccc(CCNC(=O)Cn2cccc2C(=O)c2ccccc2)cc1OC
 : -2.0, -5, 1.0, 16, 9, -2, -1, 103, 1
Nc1cccc(Oc2c(F)c(F)c(Oc3cccc(N)c3)c(F)c2F)c1
 : -1.1, 2, 0.3, -4, -3, -11, -5, 91, -6
COc1ccc(-c2cc3ccccc3n2CC(O)CN2CCN(CCO)CC2)cc1 (stereo unspecified)
 : 2.7, 15, 2.7, 7, 2, 3, 5, 116, 3
O=C(NCc1ccccc1CN1CCCC1)C1CCN(S(=O)(=O)c2ccc(F)c(F)c2)CC1
 : 0.2, ., 0.2, ., ., -4, ., ., -1

Next records
Each structure is followed by: OXTR agonist, GPR7 antag, V1aR counter, NALP1 inh, M18AAP inhibitor, OXTR potentiate, MEKK2mut PB1 HTS, MEKK2wt PB1 HTS, GalR3 antagonist
CC1(C)C(=O)OC(C(=O)c2ccc(Cl)cc2)C(C)(C)C1=O (stereo unspecified)
 : -1.7, -14, 1.2, 18, 2, -4, -2, 95, 4
COc1ccc(-n2nc(C(=O)N(C)C)nc2-c2ccccc2)cc1
 : -0.2, -7, 0.1, 25, -2, 2, 4, 107, -5
CC(=O)c1ccc(NC(=S)N(C)C2CCN(C)CC2)cc1
 : 0.1, -5, 1.0, 7, 17, -4, -2, 93, 6
Cc1cc(C)n2nc(SCC(=O)NC(=O)c3ccccc3)nc2n1
 : -0.6, ., 0.1, ., ., -4, ., ., -6
O=C(NCC1CCCO1)C1CCN(C(=O)c2ccc(Cl)cc2)CC1 (stereo unspecified)
 : 0.1, -3, 2.6, 4, 7, -3, -1, 100, -4
CCOc1ccccc1NC(=O)CSc1nc(=O)n(Cc2ccccn2)c2c1CCC2
 : -1.4, ., -1.5, ., ., 0, ., ., 0
CCCSc1nc2c(c(=O)n1CC)SC(C)C2 (stereo unspecified)
 : -2.2, -11, -1.7, -2, 7, 0, ., ., .
CCN(CC(=O)Nc1ccc(NC(C)=O)cc1)C(=O)c1ccc2c(c1)OCCO2
 : 1.5, ., 1.8, ., ., 3, ., ., -3
C/C(=N\Nc1cc(C)nc(-c2ccccc2O)n1)c1ccccc1O
 : 0.2, -2, -0.6, -14, 11, -2, 12, 116, 2
Cc1cc(S(=O)(=O)Nc2c(C)nc3nc[nH]n3c2=O)ccc1F
 : 0.4, 17, 1.1, 10, 1, -2, -1, 96, 3
Cc1ccc(NC(=O)c2cccc(NC(=O)/C=C/c3ccco3)c2)cc1C
 : -2.2, -3, 4.2, 26, -17, -6, 7, 103, 3
O=C(O)c1cc(-n2[nH]c(=O)c3ccccc3c2=O)ccc1Cl
 : 2.2, -9, 0.1, 7, -23, 0, 0, 93, -2
Cc1ccc(S(=O)(=O)N2CCC(C(=O)N/N=C/c3cccnc3)CC2)cc1
 : -1.3, -11, 0.1, 20, 1, -7, -1, 99, -12
COc1ccc([C@H]2CC(=O)C=C(c3ccccc3Oc3ccccc3)C2)cc1
 : 3.5, ., 1.8, ., ., -8, ., ., -9
CCCCN(Cc1ccccc1)C(=O)CCN1C(=O)C2C3C=CC(C3)C2C1=O (stereo unspecified)
 : -1.4, -7, -0.6, -3, -3, -14, 3, 105, -6
O=C(CSc1nc2ccccc2n1CCc1ccccc1)NC1CC1
 : -1.2, 13, -0.1, 18, 2, 3, 30, 126, -6
CN1CCN(/C=N/c2c(C#N)cnn2-c2ccccc2)CC1
 : 0.7, -7, 0.5, 5, 1, -7, 13, 106, -4
Cc1ccc(N(C(C)C(=O)O)S(=O)(=O)c2c(C)n[nH]c2C)cc1 (stereo unspecified)
 : 0.9, 15, 2.0, -2, 1, -1, 3, 101, 2
COc1ccc(C[C@H]2CN3C(=NC[C@H]3C)N2CCNC(=O)c2ccc(C)c(Br)c2)cc1
 : 14, 22, 0.4, 5, 2, -13, 10, 126, -12
Cn1c(CNc2ccccc2O)nc2ccccc21
 : -0.5, -7, 0.0, -12, 10, 1, 12, 117, .
COc1cc2c(cc1OC)CN(C(=O)c1cc(Cl)nc(Cl)c1)CC2
 : 1.5, -4, 1.3, 8, -8, 6, 7, 104, -9
O=C(CCCNC(=O)c1ccc(Cl)cc1)Nc1cccc(F)c1
 : 4.5, -6, 1.7, 21, -7, -6, 3, 98, -11
CC(C)CCNC(=O)Cn1cc2c(n1)CCCCC2
 : -0.2, -7, -0.5, 25, -7, 1, -9, 94, -2
O=C(CN1C(=O)COc2ccccc21)N1CCc2ccccc21
 : -1.8, -9, 0.0, -3, -24, 1, 2, 104, -4
Cc1ccc(S(=O)(=O)N2CCN(C(=O)Cc3ccc4c(c3)OCCO4)CC2)cc1C
 : -2.2, -3, 0.5, 20, -1, 3, 0, 118, 1
O=C(Nc1cccnc1)c1cc(-c2ccc(Cl)cc2Cl)on1
 : 0.4, -10, 1.7, 8, -3, -2, -2, 92, -4
COc1ccc2c(CC(=O)NNC(=O)c3ccccc3F)coc2c1
 : 0.1, ., 0.5, ., ., 3, ., ., -2
CCN(CC)/C(=N\S(=O)(=O)c1ccc(F)cc1)c1ccccc1
 : -0.8, -2, 0.7, 1, 2, 5, 7, 107, -10
Cn1ccnc1SCC(=O)c1cccc(Br)c1
 : -0.2, 4, -0.2, 6, 3, 5, 3, 102, -3
COc1ccc(N2CCN(Cc3nc(N)nc(Nc4ccccc4OC)n3)CC2)cc1
 : -1.8, -10, -1.2, 2, 6, -8, -4, 96, 1
CCCCn1c(=O)[nH]c(=O)c2c1nc(-c1cc(Br)c(OCC)c(OC)c1)n2C
 : 1.5, 2, 0.1, 4, -5, -4, 2, 101, -5
COc1ccc(C)cc1NS(=O)(=O)c1cn(C)nc1C
 : -0.2, -6, 0.3, 8, 3, -3, -3, 100, 0
CCC(C)c1ccc(NC(=S)N2CCN(c3ccccn3)CC2)cc1 (stereo unspecified)
 : 2.1, -11, 4.0, -1, 2, -12, -6, 96, -1
NS(=O)(=O)c1cccc(NC(=O)COC(=O)CN2C(=O)C3CC=CCC3C2=O)c1 (stereo unspecified)
 : -0.5, -1, 1.4, 6, 4, -11, -6, 95, 0
Cc1c(C)c2ccc(OCC(=O)N3CC[C@@]4(O)CCCC[C@H]4C3)cc2oc1=O
 : 0.1, -4, -0.1, 0, -5, -3, -2, 96, -6
O=C(CCNC(=O)c1ccccc1Cl)Nc1cccc(S(=O)(=O)N2CCCC2)c1
 : -0.6, ., -0.2, ., ., -4, ., ., -4
Cc1csc(C2=C(O)CN(CCc3ccccc3)C2=N)n1
 : 0.7, 10, 1.3, -2, 8, -10, 3, 101, -1
CC(C)(C)c1ccc(C(=O)Nc2ccc(NC(=O)C(=O)O)cc2)o1
 : 0.3, -7, 0.7, 0, 7, -7, -13, 88, 2
CC(C)NC(=O)/C(=C/c1cn(-c2ccccc2)nc1-c1cccc([N+](=O)[O-])c1)NC(=O)c1ccccc1
 : 0.3, -9, 1.9, 23, -9, 2, 0, 105, -2
COc1cc(OC)c(/C=N/NC(=O)c2ccc(NC(C)=O)cc2)cc1Br
 : ., 17, ., 5, -4, ., -14, 96, -4
O=C(NCCCN1CCOCC1)c1ccc(Cl)s1
 : 1.0, 6, 1.1, 14, -4, -6, 12, 106, -8

Rows were taken by chance; about 4.1% have a hit in one of these screens.
